Bioassay records (PubChem BioAssay)
PTPN22 act: activators of human LYP (PTPN22) phosphatase; Q9Y2R2; recombinant LYP, DiFMUP fluorescence; 0 = plate median, 100 = signal doubled; activation, % at 2 µM; actives 0.11% (n = 96,000); AID 697;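 active = activation at 2 µM above a set limit, the mean plus 5 SD, cut at about 37% in these data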
Pyk2 oligo antag: blocks oligomerization of human Pyk2 in cells. Q14289. Q293 cells, Pyk2 FERM NanoBiT luminescence; active compounds read low. z-score (the deposit names both 25 µM and 10 µM). actives 0.83% (n = 99,000). AID 1347419;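 active = Z-score of -3 or lower, scaled per plate to the spread of control and sample wells; inactive = z-score above -3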;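 also: negative z-score means lost luminescence so less FERM oligomerization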
cytoskel mod: alters cytoskeleton assembly in HUVEC cells; HUVEC TNFa F-actin phalloidin imaging, high content; actives 0.18% (n = 91,000); inhibition, % at 2 µM;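 active = inhibition above the batch mean plus 3 SD and confirmed as a hit by visual image inspection, cut at about 30% in these data, passing the limit was not always enough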; also: strong numbers were not always called active
EphB4 antag: antagonists of human EphB4-ephrin-B2 interaction | P54760 | EphB4 LBD / TNYL-RAW-Alexa532 peptide, fluorescence polarization | inhibition, % at 7 µM | actives 0.15% (n = 97,000);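 active = inhibition above the screen-wide mean inhibition plus 3 SD, cut at about 15% in these data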;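 also: 0% = DMSO wells and 100% = excess unlabeled TNYL-RAW peptide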
Target sequence (P54760 whole entry, looked up, the tested form may be a part): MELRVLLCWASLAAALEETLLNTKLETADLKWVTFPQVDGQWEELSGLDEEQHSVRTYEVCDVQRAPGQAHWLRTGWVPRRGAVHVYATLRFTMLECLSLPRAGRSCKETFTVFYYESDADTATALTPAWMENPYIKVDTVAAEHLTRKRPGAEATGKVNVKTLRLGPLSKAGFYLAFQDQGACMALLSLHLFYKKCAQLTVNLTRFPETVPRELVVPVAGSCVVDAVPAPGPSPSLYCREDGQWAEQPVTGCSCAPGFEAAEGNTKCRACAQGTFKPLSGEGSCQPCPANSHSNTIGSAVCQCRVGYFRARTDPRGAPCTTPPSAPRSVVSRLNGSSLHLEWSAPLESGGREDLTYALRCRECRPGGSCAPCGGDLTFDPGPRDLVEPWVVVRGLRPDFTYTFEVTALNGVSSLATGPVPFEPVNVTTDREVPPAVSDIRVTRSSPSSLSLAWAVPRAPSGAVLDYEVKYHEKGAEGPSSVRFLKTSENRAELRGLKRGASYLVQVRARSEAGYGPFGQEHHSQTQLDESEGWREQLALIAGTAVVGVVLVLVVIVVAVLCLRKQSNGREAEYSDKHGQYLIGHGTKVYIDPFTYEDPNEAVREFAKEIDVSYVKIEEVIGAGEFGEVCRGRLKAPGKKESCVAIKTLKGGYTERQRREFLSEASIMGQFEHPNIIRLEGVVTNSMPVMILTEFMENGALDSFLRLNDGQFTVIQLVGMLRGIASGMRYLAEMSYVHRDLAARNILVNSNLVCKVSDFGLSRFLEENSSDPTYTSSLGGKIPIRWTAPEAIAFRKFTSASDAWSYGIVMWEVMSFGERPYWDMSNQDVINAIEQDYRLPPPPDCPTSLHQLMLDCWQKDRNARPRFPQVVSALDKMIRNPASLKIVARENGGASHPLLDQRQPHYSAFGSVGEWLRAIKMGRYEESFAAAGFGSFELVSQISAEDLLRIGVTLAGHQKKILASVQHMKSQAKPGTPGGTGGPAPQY
PLK1 kinase inh: blocks human PLK1 kinase activity; P53350; recombinant PLK1 kinase, TR-FRET peptide phosphorylation; inhibition, % at 10 µM; actives 0.53% (n = 97,000);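 active = inhibition of 50% or more in the single-concentration screen; inactive = inhibition below 50%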;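 also: 0% = DMSO max control and 100% = H-89 dihydrochloride min control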
FAK inh: inhibitors of human focal adhesion kinase; Q05397; biochemical FAK kinase activity assay; inhibition, %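 (tested at 7 µM)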; actives 0.84% (n = 97,000); in the data active = inhibition above about 19%;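 also: 0% = DMSO and 100% = reference compound high control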
Plk1 PBD FP: blocks phosphopeptide binding to human Plk1 polo box domain. P53350. Plk1 PBD phosphopeptide binding, fluorescence polarization. inhibition, %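 (tested at about 20 µM)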. actives 0.13% (n = 97,000); in the data active = inhibition above about 34%, passing the limit was not always enough
PTPN22 inh 2: blocks human PTPN22 phosphatase activity; Q9Y2R2; recombinant LYP catalytic domain, DiFMUP fluorescence; inhibition, % at 2 µM; actives 0.21% (n = 96,000); AID 640;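 active = inhibition at 2 µM at or above a set limit, the screen mean plus 3 SD, cut at about 24% in these data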;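 also: 0% = DMSO with enzyme and 100% = enzyme fully blocked by orthovanadate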
HIV Rev-RRE inh: inhibitors of HIV-1 Rev-RRE RNA interaction; actives 0.79% (n = 97,000); P05866; inhibition, % at 8 µM; Rev peptide-RRE RNA binding, FRET;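 active = inhibition above the screen-wide mean plus 3 SD, cut at about 35% in these data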;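 also: 0% = median DMSO wells and 100% = median Neomycin B control wells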
Target sequence (P05866 whole entry, looked up): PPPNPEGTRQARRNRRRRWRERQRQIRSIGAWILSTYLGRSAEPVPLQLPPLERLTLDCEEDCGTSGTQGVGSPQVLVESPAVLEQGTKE
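Assay system: labelled RRE RNA duplex and labelled Rev peptide / Medium: HEPES pH 7.5 salt buffer with EDTA / Reagent: labelled Rev peptide / Schedule: 5 + 15 min at 25 °C / Signal: FRET, excitation 480 nm, emission 540 nm donor and 671 nm acceptor / Benchmarks: DMSO and neomycin B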
* = called active by the depositor; / = no result given. Compounds were not picked by outcome, and some 3.5% of all compounds hit somewhere here.

| SMILES | PTPN22 act | Pyk2 oligo antag | cytoskel mod | EphB4 antag | PLK1 kinase inh | FAK inh | Plk1 PBD FP | PTPN22 inh 2 | HIV Rev-RRE inh |
| --- | --- | --- | --- | --- | --- | --- | --- | --- | --- |
| O=C(N=C1SCC(=O)N1c1ccccc1Cl)c1ccco1 | -15 | -0.18 | -1 | 0 | -5 | 5 | -12 | 15 | 7 |
| COC(=O)c1ccc(NS(=O)(=O)N(C)C)cc1 | 9 | -0.05 | -14 | -3 | -7 | -1 | -26 | -10 | 8 |
| CCOc1ccc(-n2cnnn2)cc1S(=O)(=O)N1CCCCC1 | 4 | -0.24 | 3 | 0 | -14 | 1 | -7 | -7 | 4 |
| CNc1cc(CSC)nc(SCc2ccc(Cl)c(Cl)c2)n1 | 4 | -0.37 | -1 | -8 | -8 | -1 | -22 | -8 | 15 |
| CCCCN(CC)Cc1ccc(CNC(=O)Nc2ccccc2)o1 | 2 | 2.6 | 0 | 0 | -3 | 0 | -3 | -2 | 5 |
| COc1ccc(C)cc1S(=O)(=O)N(CC(=O)N1CCOCC1)Cc1ccccc1 | 2 | 1.1 | 7 | 0 | -11 | 2 | -32 | -4 | 1 |
| COC(=O)c1ccc(NC(=O)c2cn(-c3cccc(C)n3)cn2)cc1 | 1 | 0.7 | 27 | -1 | -15 | 1 | -14 | 0 | 2 |
| CCCN1CCN(CCCNC(=O)Cn2nc(-c3ccc(Cl)cc3)ccc2=O)CC1 | 3 | / | / | 4 | -8 | -3 | 13 | 1 | 1 |
| CCn1c(CNC(=O)COc2ccc(C(C)C)cc2)nnc1SCC(=O)Nc1ccc(F)cc1 | -6 | 0.33 | -15 | 1 | -10 | -2 | -4 | 8 | 5 |
| CC(NC(=O)C12CC3CC(CC(C3)C1)C2)c1ccc2c(c1)OCCO2 (stereo not given) | 3 | -1.9 | -16 | -2 | -9 | 4 | 15 | -1 | 3 |
| CCc1ccc2c(c1)/C(=N/N(C)C(=S)NC)C(=O)N2 | 5 | 0.27 | -14 | -1 | -12 | 9 | -2 | -2 | 9 |
| O=C(c1cc2nc(-c3ccco3)cc(C(F)(F)F)n2n1)N1CCN(c2ccc(F)cc2)CC1 | -1 | -0.02 | 3 | -12 | -6 | -2 | -7 | -2 | -5 |
| COc1ccc(Nc2nnc(C)c3ccccc23)cc1C(N)=O | -3 | -0.18 | 3 | 5 | -2 | -3 | -15 | 1 | 9 |
| O=C(CSCC(=O)NC1CC1)Nc1ccccc1 | 4 | 0.63 | 16 | 2 | -10 | 0 | 4 | -7 | 10 |
| Cc1ccc(C(C)C)c(OC(=O)/C=C/c2ccccc2)c1 | -2 | 0.43 | 13 | -5 | -13 | 5 | -1 | 7 | 13 |
| Cc1noc(C)c1CSCC(=O)N1CCN(c2ccc([N+](=O)[O-])cc2)CC1 | -4 | 0.76 | 8 | 6 | -13 | 0 | 26 | 1 | 10 |
| O=Nc1c(O)n(Cc2ccc(Cl)cc2Cl)c2ccccc12 | -2 | -0.84 | 10 | -7 | 5 | 3 | 0 | 4 | 23 |
| CCCCOc1ccc(C2C3CN(C(=O)OCC)CC=C3C(C#N)=C(N)C2(C#N)C#N)cc1OC (stereo not given) | -3 | -0.32 | -1 | -2 | -14 | -1 | 6 | 6 | 18 |
| COc1ccccc1CNC(=O)c1ccoc1C | 4 | -1.2 | 14 | 4 | -10 | -1 | -28 | -9 | 3 |
| CCOc1cccc(C(=O)Nc2ccc(N3CCN(S(C)(=O)=O)CC3)cc2)c1 | 2 | -0.19 | -8 | 4 | 4 | -2 | -16 | -3 | 4 |
| COc1ccc(C(=O)N(CCCO)C(C)C(=O)NC2CCCCC2)cc1OC (stereo not given) | 3 | 1.8 | -5 | -1 | -8 | -1 | 14 | -6 | 2 |
| O=C(Nc1ccc(C(=O)N2CCCCC2)cc1)c1ccc(Br)cc1 | 0 | 1.6 | 17 | -5 | -15 | 4 | 4 | 6 | 7 |
| CCN1CCN(C(=S)NCCc2ccccc2)CC1 | 3 | -0.37 | -4 | -1 | -11 | -1 | 12 | 1 | 0 |
| CCCOc1c(OC)cc(Cl)cc1C1NC(=O)NC(C)=C1C(=O)NCc1ccccc1 (stereo not given) | -3 | 0.16 | -18 | -1 | -6 | -2 | -9 | 6 | 3 |
| CCN(CC)c1ccc(/C=N/n2nnnc2N)c(O)c1 | 2 | 0.34 | -1 | -2 | -6 | 0 | -19 | 3 | 6 |
| Cc1cnc(C(=O)OCC(=O)NC(C)C)cn1 | 1 | 0.18 | 17 | 2 | -2 | 4 | 5 | -5 | 11 |
| CCCn1c2ccccc2c2nnc(SCC(=O)OC)nc21 | 14 | -0.4 | -39 | -6 | 1 | -7 | 0 | -16 | -5 |
| O=C(NCCc1ccccc1)C1CCN(S(=O)(=O)c2ccc(-c3nn[nH]n3)cc2)CC1 | 5 | -0.03 | -1 | -2 | -5 | 3 | 2 | -4 | 4 |
| C(=C\CSc1ncn[nH]1)/CSc1ncn[nH]1 | -4 | 0.44 | 17 | -5 | 0 | -13 | 18 | 3 | 6 |
| CCCn1c(=O)[nH]c(=O)c2c1nc(-c1ccc(OC(F)F)c(OC)c1)n2CCOC | -6 | -0.27 | 3 | 0 | -10 | -1 | 8 | 5 | 11 |
| CCOc1ccc(Br)cc1S(=O)(=O)Nc1ccccc1N1CCOCC1 | -4 | -1.7 | -1 | 3 | 4 | 2 | -17 | 2 | 6 |
| Cn1c(N)c(C(=O)COC(=O)C23CC4CC(CC(C4)C2)C3)c(=O)n(C)c1=O | 9 | -0.44 | / | 1 | -8 | 4 | -3 | -5 | 19 |

Sorted by value in PTPN22 act (highest first): three from the list above.
structure	PTPN22 act	Pyk2 oligo antag	cytoskel mod	EphB4 antag	PLK1 kinase inh	FAK inh	Plk1 PBD FP	PTPN22 inh 2	HIV Rev-RRE inh
O=C(NCCc1ccccc1)C1CCN(S(=O)(=O)c2ccc(-c3nn[nH]n3)cc2)CC1	5	-0.03	-1	-2	-5	3	2	-4	4
CCOc1ccc(Br)cc1S(=O)(=O)Nc1ccccc1N1CCOCC1	-4	-1.7	-1	3	4	2	-17	2	6
CCCn1c(=O)[nH]c(=O)c2c1nc(-c1ccc(OC(F)F)c(OC)c1)n2CCOC	-6	-0.27	3	0	-10	-1	8	5	11

Later entries:
| SMILES | PTPN22 act | Pyk2 oligo antag | cytoskel mod | EphB4 antag | PLK1 kinase inh | FAK inh | Plk1 PBD FP | PTPN22 inh 2 | HIV Rev-RRE inh |
| --- | --- | --- | --- | --- | --- | --- | --- | --- | --- |
| S=c1[nH]c2cc(Cl)ccc2s1 | 11 | 2.1 | -4 | 0 | 3 | -7 | 26 | -9 | -1 |
| Cc1ccc(NC2=C([N+](=O)[O-])CS(=O)(=O)C2)cc1 | 0 | -0.3 | -5 | 1 | -3 | -2 | -4 | 1 | 13 |
| CCOc1cc(/C=N/NC(=O)CN2CCCCC2)ccc1OCc1ccccc1 | -8 | 0.18 | 12 | -1 | -4 | -4 | -7 | 13 | 8 |
| COc1ccc(S(=O)(=O)N(C(C)=O)c2ccc3oc(=O)sc3c2)cc1 | 9 | -1 | 12 | -1 | -10 | 2 | 12 | -12 | -1 |
| O=C(O)CCC(=O)N(Cc1ccco1)c1nc(-c2ccccc2)cs1 | -11 | 0.14 | 1 | -8 | -8 | -3 | -21 | 11 | 3 |
| COc1cc(C2/C(=C(\O)c3cc(C)ccc3C)C(=O)C(=O)N2CCN(C)C)ccc1O (stereo not given) | -4 | 1.6 | -10 | 0 | -3 | 1 | 4 | 2 | 8 |
| Cc1ccc(NS(=O)(=O)c2ccc(OCC(=O)Nc3cccc([N+](=O)[O-])c3)c(C)c2)cc1 | -10 | -0.43 | -17 | 1 | -14 | 4 | -18 | 14 | 9 |
| CCC1CCCCN1C(=O)COc1cc(=O)n(C)c2ccccc12 (stereo not given) | 8 | / | 8 | -5 | 0 | -6 | 20 | -10 | -2 |
| CCc1c(C(C)S(=O)(=O)c2ccc(C)cc2)[nH]c(=O)n1-c1ccc(C)cc1 (stereo not given) | 1 | 0.42 | -1 | -3 | -5 | 0 | -6 | -4 | 1 |
| COc1ccccc1NC(=S)N1CCC(c2nc3cc(C)c(C)cc3[nH]2)CC1 | -5 | 0.05 | 1 | 3 | -4 | 1 | -2 | 10 | -4 |
| Nc1nnc(CCS(=O)(=O)c2ccc(Cl)cc2)s1 | -4 | 0.02 | -4 | 3 | -16 | 1 | -2 | 7 | 4 |
| COc1cc(C2c3c(-c4cc(C)cc(C)c4O)n[nH]c3C(=O)N2CCCO)cc(OC)c1OC (stereo not given) | -3 | -0.89 | 7 | 4 | -3 | 1 | 23 | 2 | -3 |
| CCCn1c(C)nc2c(c1=O)c1nc3ccccc3nc1n2CCc1ccccc1 | -9 | / | -24 | 3 | -7 | -3 | -25 | 6 | 10 |
| CCOC(=O)Cc1csc(NC(=O)c2ccc(Br)s2)n1 | -4 | / | -2 | 2 | 10 | 1 | -2 | 1 | 0 |
| CCc1cc2ccccc2nc1SCC(=O)Nc1cc(C)on1 | -2 | -0.34 | -1 | -6 | -11 | -7 | -5 | 0 | 5 |
| CC1CCOC2(O1)C(=O)N(CN1CCN(c3ccccc3F)CC1)c1ccccc12 (stereo not given) | 8 | 1.2 | 6 | 1 | -7 | 5 | -4 | -7 | 7 |
| Cc1snc(S(=O)(=O)Cc2c(Cl)cccc2Cl)c1C#N | 1 | 0.09 | -19 | -1 | -11 | 2 | 3 | 3 | 1 |
| CCNC(=O)COC(=O)C1CCC(=O)N(c2ccc(OC)cc2)C1c1ccc(OC)cc1 (stereo not given) | -4 | 2.3 | 4 | 9 | -10 | -1 | -6 | 4 | 10 |
| CCOC(=O)c1cnc(SC)nc1Sc1ccccc1 | -5 | -2.1 | -7 | 0 | -4 | 3 | 14 | 2 | 18 |
| Cc1ccc(CN2C(=O)CCC2C(=O)NC2CC2)cc1 (stereo not given) | 6 | 0.26 | -2 | 0 | -5 | 0 | -11 | -8 | 4 |
| Cn1c2ccccc2c2c(C(=O)O)cn(C3CCCC3)c(=O)c21 | -6 | / | 6 | 3 | -6 | 4 | 3 | 6 | 9 |
| O=C(CC(c1ccccc1)c1ccccc1)Nc1ccc2c(c1)OCCO2 | 14 | -1.6 | -26 | -6 | -20 | 0 | 9 | -13 | 9 |
| CC1CN(C(=O)N2c3ccccc3Sc3ccccc32)C(C)CC1=O (stereo not given) | 2 | -1.1 | 21 | 6 | -17 | 3 | -24 | -3 | 9 |
| CCOCCCn1c(=NC(C)=O)c(C(=O)OCC)cc2c(=O)n3ccccc3nc21 | 10 | 0.68 | -5 | -3 | -8 | 1 | 14 | -6 | 2 |
| COCCNC(=O)COc1ccc(Oc2ccccc2)cc1 | 7 | 0.03 | -16 | 6 | -11 | -1 | -18 | -4 | 3 |
| CCOc1ccc(OCC)c(NC(=O)Cn2cccc2)c1 | -5 | 0.99 | 7 | 1 | -9 | 1 | 32 | 4 | 8 |
| COc1ccccc1N1CCN(CCN2C(=O)CC(=C3c4ccccc4-c4ccccc43)C2=O)CC1 | -11 | / | -1 | -1 | -9 | 1 | -36 | 11 | -5 |
| CCCOC(=O)CN1C(=O)c2ccc(C(=O)OCCC)cc2C1=O | -2 | 1.4 | 1 | -1 | -6 | 2 | 5 | 2 | 6 |
| O=C(COC(=O)Cn1c(C(F)(F)F)nc2ccccc21)Nc1ccc2c(c1)OCCO2 | 4 | 0.05 | 4 | -3 | -20 | 1 | 5 | -1 | 3 |
| CC(=O)N(/N=C1\Sc2ccccc2C1=O)c1ccccc1C | 6 | -2.2 | -7 | 7 | -15 | 22* | 125* | -5 | 9 |
| Cc1ccc(NC2CC(=O)N(c3ccc(N4CCCCC4)cc3)C2=O)cc1 (stereo not given) | -12 | -0.9 | 19 | -6 | -10 | -1 | 20 | 11 | 9 |
| CCC(c1nnnn1CC1CCCO1)N(CCN1CCOCC1)Cc1cc2cc(C)ccc2[nH]c1=O (stereo not given) | 0 | 0.11 | 4 | -3 | -12 | -1 | -33 | 0 | 4 |
